HePTP inh = inhibitors of human HePTP phosphatase, primary screen, biochemical, absorbance, leukemia target; Tyrosine-protein phosphatase non-receptor type 7 (Homo sapiens), P35236; recombinant HePTP phosphatase activity, OD absorbance; inhibition, % at 20 µM; actives 0.64% (n = 110,000); in the data active = inhibition above about 50%;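 also: plate controls were vehicle for no effect and reference inhibitor for full effect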
Target sequence (P35236 whole entry, looked up): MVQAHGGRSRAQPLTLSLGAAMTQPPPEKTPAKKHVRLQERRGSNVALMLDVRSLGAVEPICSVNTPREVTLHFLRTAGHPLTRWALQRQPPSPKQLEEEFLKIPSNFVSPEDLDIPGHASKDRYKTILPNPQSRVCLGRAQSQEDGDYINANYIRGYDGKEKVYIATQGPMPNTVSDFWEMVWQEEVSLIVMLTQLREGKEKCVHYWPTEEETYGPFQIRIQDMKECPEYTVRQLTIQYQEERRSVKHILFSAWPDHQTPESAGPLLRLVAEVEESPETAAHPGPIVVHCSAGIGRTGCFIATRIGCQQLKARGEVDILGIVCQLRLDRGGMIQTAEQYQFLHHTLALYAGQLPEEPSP
BAP1 inh = inhibitors of BAP1 deubiquitinase, primary screen, biochemical, Ub-AMC fluorescence, kinetic; actives 0.48% (n = 72,000); activity remaining (% of control), % at 20 µM; recombinant BAP1, Ub-AMC hydrolysis fluorescence kinetic; active compounds read low; Ubiquitin carboxyl-terminal hydrolase BAP1 (Homo sapiens), Q92560;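 active = activity remaining at or below 50% of control, provided the compound also passes the data quality filters; inactive = the rest, including low values that fail the filters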;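 also: 100% = DMSO wells rate and 0% = substrate alone blank rate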
Target sequence (Q92560 whole entry, looked up): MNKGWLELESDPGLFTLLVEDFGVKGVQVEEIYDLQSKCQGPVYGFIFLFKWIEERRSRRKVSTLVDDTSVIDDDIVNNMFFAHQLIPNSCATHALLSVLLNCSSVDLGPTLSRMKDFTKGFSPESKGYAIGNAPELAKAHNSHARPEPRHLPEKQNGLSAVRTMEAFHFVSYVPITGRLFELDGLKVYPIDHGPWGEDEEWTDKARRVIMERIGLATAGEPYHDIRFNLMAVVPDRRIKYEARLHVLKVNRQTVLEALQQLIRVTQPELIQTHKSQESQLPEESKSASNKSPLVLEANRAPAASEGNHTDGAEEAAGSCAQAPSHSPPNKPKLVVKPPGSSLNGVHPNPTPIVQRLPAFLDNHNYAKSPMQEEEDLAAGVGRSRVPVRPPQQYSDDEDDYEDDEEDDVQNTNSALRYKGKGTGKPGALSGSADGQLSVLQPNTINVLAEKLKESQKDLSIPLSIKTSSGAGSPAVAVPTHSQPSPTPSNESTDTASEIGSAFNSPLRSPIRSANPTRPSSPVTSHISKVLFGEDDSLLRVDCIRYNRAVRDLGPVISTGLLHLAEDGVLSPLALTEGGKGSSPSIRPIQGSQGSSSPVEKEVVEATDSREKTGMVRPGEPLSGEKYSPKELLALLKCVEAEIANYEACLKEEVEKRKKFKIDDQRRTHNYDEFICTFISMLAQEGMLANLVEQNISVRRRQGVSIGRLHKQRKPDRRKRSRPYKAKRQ
* marks the source's active call; other numbers are inactive results; . = not tested or not shown. The order is random; overall some 0.95% were active at least once.

nr	mol	HePTP inh	BAP1 inh
1	CC(=O)N1CC=C2C(C#N)=C(N)C(C#N)(C#N)C(C)C2C1 (stereo not drawn)	8	98
2	CC(C)C(=O)Nc1cccc(-c2cn3ccsc3n2)c1	5	119
3	CCCN1CCN(C(=O)CCCNC(=O)Cn2cnc3sc(C)c(C)c3c2=O)CC1	13	103
4	CCN1C(=O)/C(=C\c2ccc(-c3ccc([N+](=O)[O-])cc3Br)o2)SC1=S	-8	.
5	CN(C)c1ccc(C(c2nnnn2C(C)(C)C)N2CCN(C(=O)c3ccco3)CC2)cc1 (stereo not drawn)	-5	89
6	COc1cc(-c2c(C#N)c(N)n3c(nc4ccccc43)c2C#N)ccc1O	-15	.
7	O=C(Nc1ccc2oc(-c3cccc(I)c3)nc2c1)c1cccc([N+](=O)[O-])c1	.	72
8	CS(=O)(=O)N(CC(=O)N1CCOCC1)c1cccc(C(F)(F)F)c1	4	.
9	COc1ccccc1-c1nnc(SCC(=O)Nc2ccc(Cl)cc2Cl)o1	4	.
10	COC(=O)Cn1cnc2sc(C)c(S(=O)(=O)N3CCN(c4ccccc4OC)CC3)c2c1=O	2	109
11	COc1ccc(CCN(Cc2cc3cccc(C)c3[nH]c2=O)C(=O)N2CCCC2)cc1OC	8	76
12	CCOC(=O)NCc1ccc2c(c1)cc(C)n2C	.	106
13	Cc1cc(C)n(/N=C/c2cccc(O)c2)c(=O)c1C(N)=O	-4	89
14	COc1ccc(OC)c(NS(=O)(=O)c2cccs2)c1	7	102
15	CCOC(=O)c1cc(-c2cccnc2)no1	.	52
16	CC(CCc1ccccc1)NC(=O)CSc1nccc(=O)[nH]1 (stereo not drawn)	4	.
17	COc1ccc(C(=O)NC(=S)Nc2ccc(I)cc2)cc1	-5	.
18	Cc1ccc2ccc(S(=O)(=O)NCc3cccnc3)cc2c1	7	.
19	COc1cccc(C2C(C(N)=O)=C(C)Nc3nc(-c4ccccc4Cl)nn32)c1 (stereo not drawn)	5	96
20	CCn1nnnc1SCC(=O)Nc1cccc(NC(C)=O)c1	5	110
21	CC(C)(C)c1ccc2c(c1)OCC(C(=O)O)O2 (stereo not drawn)	-2	96
22	CS(=O)(=O)c1ccc(Cl)c(NC(=O)COC(=O)CNC(=O)c2ccc(Br)o2)c1	-10	102
23	CCOC(=O)C1=C(C)Nc2ncnn2C1c1ccccc1F (stereo not drawn)	-1	95
24	COc1ccc(NC(=O)C(CC(=O)O)Cc2ccccc2)cc1 (stereo not drawn)	5	93
25	Cc1cnn(-c2ccc3nnc(-c4ccc(Br)cc4)n3n2)c1	10	85
26	CCCNC(=O)/C=C/c1ccc2c(c1)OCO2	-3	.
27	CC1CCCN(C(=O)/C=C/c2ccccc2)C1 (stereo not drawn)	6	.
28	COc1cccc(NC(=O)c2nn(C)cc2Br)c1	.	106
29	Cc1ccc(CS(=O)(=O)CCC(=O)N2CCOCC2)cc1	-1	97
30	COc1ccc(S(=O)(=O)N2CCN(c3ccccc3OC)CC2)cc1OC	1	110
31	COc1ccc(OC)c(C2C(C(C)=O)=C(O)C(=O)N2Cc2cccnc2)c1 (stereo not drawn)	7	94
32	O=C(Nc1ccc(Cl)c([N+](=O)[O-])c1)c1cccnc1	.	68
33	OC(CN1CCOCC1)c1ccc(Br)cc1 (stereo not drawn)	4	.
34	CC(C)(C)Nc1nc(SCc2ccccc2)nc(N2CCOCC2)n1	9	58
35	COc1ccc([N+](=O)[O-])cc1-c1ccc(/C=C2\C(=O)NC(=O)N(c3ccc(Cl)cc3)C2=O)o1	-28	.
36	COC(=O)c1[nH]c2ccc(C)cc2c1NC(=O)CN1CCN(c2ccc(F)cc2)CC1	-2	126
37	CCCOC(=O)c1ccc(OC(=O)c2ccco2)cc1	-15	134
38	Cc1ccc(S(=O)(=O)Cn2nnnc2CN2CCN(C(=O)c3ccco3)CC2)cc1	4	101
39	CCOc1ccc(CCNC(=O)C2CCC(=O)N2C2CCCCC2)cc1OCC (stereo not drawn)	6	109
40	COc1ccc(-c2cc3ccccc3oc2=O)cc1NC(=O)c1ccc(Br)o1	-5	.
41	Cc1cccc(-c2c3c(=O)n(C)c(=O)n(C)c3cn2CCO)c1	3	104
42	COc1ccc(-n2c(SCC(=O)N3CCCCC3)nnc2-c2cccnc2)cc1	0	93
43	COC(=O)c1ccc2c(=O)n(CCCCCC(=O)NCc3ccccn3)c(=O)[nH]c2c1	-5	.
44	COc1ccc(Br)cc1C1SCC(=O)N1c1ccc(C)cc1 (stereo not drawn)	.	62
45	O=[N+]([O-])c1ccc(NCCOCCO)c(Cl)c1	2	.
46	Cc1c(NC(=O)CN(c2cccc(Cl)c2)S(=O)(=O)c2ccccc2)c(=O)n(-c2ccccc2)n1C	0	.
47	Cc1ccc(Cn2c(SCC(=O)NCc3ccco3)nc3ccsc3c2=O)cc1	4	89
48	Cc1cccc2sc(NC(=O)c3ccccc3Oc3ccccc3)nc12	.	64
49	CCCCCCC(c1c(C)n(C)n(-c2ccccc2)c1=O)c1c(C)n(C)n(-c2ccccc2)c1=O	3	84
50	COC(=O)CSc1nnc(CNC(=O)c2ccccc2OC)n1-c1ccc(OC)cc1	12	103
51	CS(=O)(=O)N(CC(=O)Nc1ccccc1Cl)c1ccc(Oc2ccccc2)cc1	1	.
52	CCOC(=O)Nc1ccc2c(c1)N(C(=O)N1CCN(C)CC1)c1ccccc1S2	4	111
53	CCN(CCCNC(=O)C1CCCN(S(=O)(=O)c2cnc[nH]2)C1)c1ccccc1 (stereo not drawn)	10	98
54	Cc1cc(-n2c(C)cc(C(=O)CSc3ncnc4ccccc34)c2C)no1	4	.
55	CC(=O)N(c1ccc(Cl)cc1)S(=O)(=O)c1ccc(Cl)cc1	6	.
56	O=C(Nc1ccc(Cl)cc1)N1CCN(c2ccccc2Cl)CC1	7	.
57	CS(=O)(=O)C1=C(O)C(=O)N(CCCC(=O)O)C1c1ccccc1F (stereo not drawn)	-9	96
58	O=C1CC(NCc2ccc3c(c2)OCO3)C(=O)N1c1ccc(Cl)cc1 (stereo not drawn)	-13	.
59	Cc1ccc(-c2nc3cc(Cl)ccc3o2)cc1NC(=S)NC(=O)c1ccco1	1	.
60	O=C1NN(c2ccccc2)C(=O)/C1=C/c1ccco1	-5	.

The list continues:
nr	mol	HePTP inh	BAP1 inh
61	O=C(CCNc1n[nH]c(=O)[nH]c1=O)OCc1ccccc1	-4	.
62	OCCNc1ncnc2ccc(Br)cc12	0	95
63	CC1C(=O)CC(c2ccccc2)N(C)C1c1ccccc1 (stereo not drawn)	7	85
64	CS(=O)(=O)Nc1ccc(S(=O)(=O)NCCc2ccccc2)cc1	9	95
65	O=C(NCCN1CCOCC1)C1CCC(=O)N1Cc1ccccc1Cl (stereo not drawn)	13	114
66	CCOC(=O)C1=C(N)Oc2cc(C)[nH]c(=O)c2C1c1ccncc1 (stereo not drawn)	4	97
67	N/C(=N\OC(=O)c1ccc(Br)cc1)c1ccccc1	-4	.
68	CC1CN(S(=O)(=O)c2ccccc2)CC(C)O1 (stereo not drawn)	6	107
69	Cc1ccc(C)c(-n2c(Cc3cc(=O)[nH]c(=O)[nH]3)nnc2SCC(=O)NCc2ccco2)c1	-6	104
70	COc1ccc(OC)c(NC(=O)c2[nH]c(C)c(C(C)=O)c2C)c1	2	148
71	CCCc1noc2c1/C(=N\O)CC(CC(C)SCC)C2 (stereo not drawn)	4	96
72	c1cc2cn[nH]c2cc1NC1CCCCCC1	4	94

Whole records as entered above.
CCCc1noc2c1/C(=N\O)CC(CC(C)SCC)C2 (stereo not drawn) reads HePTP inh = 4; BAP1 inh = 96
O=C(NCCN1CCOCC1)C1CCC(=O)N1Cc1ccccc1Cl (stereo not drawn) reads HePTP inh = 13; BAP1 inh = 114
O=C(CCNc1n[nH]c(=O)[nH]c1=O)OCc1ccccc1 reads HePTP inh = -4; BAP1 inh = .

(listing goes on)
nr	mol	HePTP inh	BAP1 inh
73	Cc1ccc(Cn2c(NC(=O)c3ccc(Cl)cc3)nc3ccccc32)cc1	0	.
74	COC(=O)c1sc(NC(=O)c2cc([N+](=O)[O-])ccc2Cl)c(C(=O)OC)c1C	7	.
75	CCNC(=S)N1CCN(c2ccccc2OC)CC1	6	.
76	COc1ccc(/C=C2\SC(=S)N(CC(=O)Nc3ncc(Cc4cccc([N+](=O)[O-])c4)s3)C2=O)cc1OC	-4	.
77	Cc1ccccc1-c1nnc(SCC(=O)Nc2ccc(Cl)cc2)n1N	6	.
78	COc1ccc(-c2noc(CCC(=O)NCc3cccnc3)n2)cc1	2	100
79	O=C(Nc1ccc(Cl)c(Cl)c1)c1ccc(Cl)cc1Cl	6	.
80	O=C(O)c1cccn2c(=O)c3ccccc3nc12	8	78
81	Cc1ccc2nc(-c3ccc(C)c(NC(=O)c4ccc5ccccc5c4)c3)oc2c1	-1	.
82	Cc1cc(C)c(OCC(=O)Nc2cccc(NC(=O)c3ccco3)c2)c(Br)c1	3	66
83	Cc1ccccc1CSc1nnc(-c2ccco2)n1Cc1ccco1	-4	.
84	Nc1nc2ccccc2n1C(=O)CCc1ccccc1	3	94
85	O=C(c1ccc(Cl)c(Cl)c1)N1CCN(C(c2ccccc2)c2ccccc2)CC1	1	.
86	Cc1c(C(=O)N2CCOCC2)oc2ccc(S(=O)(=O)N3CCCCCC3)cc12	4	.
87	CCCCn1c(CN(Cc2ccccc2)Cc2ccccc2)nc2c1c(=O)n(C)c(=O)n2C	.	105
88	CCCC(=O)c1ccc(N2CCCCCC2)c(F)c1	8	53
89	COc1cc(NC(=O)Cc2ccc(Cl)cc2)c(OC)cc1Cl	4	.
90	CCC1CCC(=O)C(C2(O)C(=O)Nc3ccccc32)C1 (stereo not drawn)	-14	.
91	COc1cccc(C(=O)N2CCSC2=S)c1	5	94
92	CCOC(=O)C1CCN(C(=O)COc2ccc(C)cc2C)CC1	-10	.
93	CC(C)COc1ccc(C(=O)OCCN2CCOCC2)c(O)c1	-3	108
94	COc1ccc(S(=O)(=O)N2CCCCCC2)cc1C(=O)OCC(=O)NC(N)=O	0	89
95	CC1CN(Cc2nc3c(c(=O)n(C)c(=O)n3C)n2CCc2ccccc2)CC(C)O1 (stereo not drawn)	3	89
96	COCCCNC(=O)CCNS(=O)(=O)c1ccc(C)cc1	2	97
97	NS(=O)(=O)c1cccc(NC(=O)c2cccc3c(Br)cccc23)c1	-5	.
98	Cc1noc(C)c1C(=O)OC(C(=O)NC1CCCC1)c1ccc(F)cc1 (stereo not drawn)	15	97
99	CCCN(CCC)C(=O)Cn1c(=O)n(CCCCC(=O)NCc2ccco2)c(=O)c2ccccc21	-4	76
100	Cc1ccnn2c(-c3ccccc3)c3c(=O)n(C)c(=O)n(C)c3c12	6	58
101	N#CCCSc1nccn1Cc1ccccc1	.	86
102	O=C(NCC1c2ccccc2CCN1C(=O)c1ccccc1)c1ccccc1 (stereo not drawn)	-2	.
103	CCOC(=O)CCCNC(=O)CN1C(=O)NC(CCc2ccccc2)C1=O (stereo not drawn)	-12	87
104	C=CCc1cccc2cc(C(=O)Nc3cccc(C(=O)O)c3)c(=O)oc12	90*	.
105	C/C(=N\N=C(/N)SC1CC(=O)N(c2ccc(C(=O)O)cc2)C1=O)c1ccc(C)cc1 (stereo not drawn)	17	.
106	CCOc1ccc(NC(=O)C(C)Sc2nnnn2C)cc1 (stereo not drawn)	-5	.
107	Cn1c(C(=O)NC2CC2)cc2c(=O)n(C)c3ccccc3c21	5	91
108	CCOC(=O)Cc1cnc(NC(=O)NC(C(=O)OCC)(c2ccccc2)C(F)(F)F)s1 (stereo not drawn)	7	89
109	O=C(Cc1cccs1)N1CCN(c2ccccn2)CC1	4	92
110	CCCC(=O)Nc1ccc(NC(=O)c2ccc(Br)o2)cc1	7	.
111	CCCCOC(=O)C1=C(C)NC2=C(C(=O)CCC2)C1c1cccc(C(F)(F)F)c1 (stereo not drawn)	2	.
112	CCn1cc(/C=C2\C(=O)NC(=O)N(c3ccccc3)C2=O)c2ccccc21	-7	.
113	CCCNC(=O)CCC(=O)Nc1ncc(-c2ccc(C)cc2)n1C	-4	66
114	Cc1oc(/N=C/c2c(O)ccc3ccccc23)c(C#N)c1C	-7	72
115	O=C(O)C1[C@H]2C(=O)N(Cc3cccs3)C[C@]23C=C[C@H]1O3 (stereo partly drawn)	5	130
116	O=C(c1cccc(N2C(=O)C3CC=CCC3C2=O)c1)N1CCCCCC1 (stereo not drawn)	3	89
117	COc1ccc(OC)c(-c2nnc(NC(=O)C(C)Sc3nncn3C)s2)c1 (stereo not drawn)	-3	73
118	Cc1cc(OCC(=O)N2CCCCC2)ccc1Br	0	.
119	O=C(O)c1ccc(CNC(=O)C2C3CCC(C3)C2C(=O)O)cc1 (stereo not drawn)	0	.
120	CC(=O)OC1(C#CCl)CCCCC1	-14	.
121	N#CC(C#N)=C1CCCc2ccccc2N1	3	.
122	CCOC(=O)C1=C(C)N=c2s/c(=C\c3cccs3)c(=O)n2C1c1cccc(OC)c1 (stereo not drawn)	3	.
123	Cn1c(=O)[nH]c(=O)c2c1ncn2CCCc1ccccc1	6	98

3 entries out of the list, ordered by length of the SMILES, rising.
nr	mol	HePTP inh	BAP1 inh
123	Cn1c(=O)[nH]c(=O)c2c1ncn2CCCc1ccccc1	6	98
117	COc1ccc(OC)c(-c2nnc(NC(=O)C(C)Sc3nncn3C)s2)c1 (stereo not drawn)	-3	73
112	CCn1cc(/C=C2\C(=O)NC(=O)N(c3ccccc3)C2=O)c2ccccc21	-7	.

Another view of some results above.
[114] Cc1oc(/N=C/c2c(O)ccc3ccccc23)c(C#N)c1C
[112] CCn1cc(/C=C2\C(=O)NC(=O)N(c3ccccc3)C2=O)c2ccccc21

| assay / compound | 114 | 112 |
| --- | --- | --- |
| HePTP inh | -7 | -7 |
| BAP1 inh | 72 | . |
